# GPR7 antag – GPR7 receptor antagonists, primary screen, cell-based, fluorescence, single concentration. inhibition, % at 4.4 µM. 290,000 compounds, 1.1% hits. GPR7-expressing cells, fluorescence antagonist assay. Neuropeptides B/W receptor type 1 (Homo sapiens), P48145; in the data active = inhibition above about 16%, passing the limit was not always enough;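 also: cells stimulated with the agonist NPW; 0% = agonist with vehicle and 100% = vehicle without agonist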
# OXTR ag – human OXTR agonists, primary screen, fluorescence, CHO-OTR cells, Fluo-8 calcium; Oxytocin receptor (Homo sapiens), P30559; activation, % at 3 µM; AID 2435, 2010; Fluo-8 calcium fluorescence; normalized: DMSO 0%, oxytocin 100%; 320,000 compounds, 0.32% hits;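 active = activation above the mean of all tested compounds plus 3 SD, cutoff set per screening run, cut at about 20% in these data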;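 also: peak over basal fluorescence ratio from a 100 s FLIPR kinetic read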
# Target sequence (P30559 whole entry, looked up): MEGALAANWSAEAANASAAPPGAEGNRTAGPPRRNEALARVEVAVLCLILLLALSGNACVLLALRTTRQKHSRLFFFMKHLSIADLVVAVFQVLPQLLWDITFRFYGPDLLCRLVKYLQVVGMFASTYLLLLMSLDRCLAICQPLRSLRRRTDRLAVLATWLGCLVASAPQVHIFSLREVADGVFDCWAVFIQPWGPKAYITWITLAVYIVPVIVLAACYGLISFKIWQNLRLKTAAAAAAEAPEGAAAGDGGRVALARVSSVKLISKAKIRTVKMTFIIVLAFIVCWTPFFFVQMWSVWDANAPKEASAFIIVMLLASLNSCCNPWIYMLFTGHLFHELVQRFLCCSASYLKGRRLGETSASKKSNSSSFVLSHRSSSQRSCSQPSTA
# OXTR potentiate – human OXTR potentiators, primary screen, fluorescence, CHO-OTR cells, Fluo-8 calcium; Fluo-8 calcium fluorescence, potentiator mode; 0% = oxytocin EC15, 100% = EC100; activation, % at 3 µM; 320,000 compounds, 0.061% hits;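 active = activation above that plate's cutoff, the mean activation of tested compounds plus 3 SD, cut at about 6.6% in these data, passing the limit was not always enough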;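 also: 100% uses oxytocin at 75 nM as the full agonist control; some results filed as inactive read as strong as hits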
#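 Replication – single well per compound, singlicate · Assay system – CHO cell line stably expressing human OTR · Timing – 6 min pre-incubation, 100 s read · Measure – normalized max/min fluorescence ratio, % activation · Doses – 3.0 µM, one dose · Detection – Fluo-8 calcium dye fluorescence · Probe or stimulus – oxytocin near EC15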
# MEKK2 WT-MEK5 – modulators of MEK5 binding to wildtype MEKK2, primary screen, biochemical, multiplex bead flow cytometry, Alexa488-MEK5 | Alexa488-MEK5 binding to MEKK2 WT; actives lie on both sides | binding response (% of control), % at 10 µM | 290,000 compounds, 1.1% hits; in the data active = binding response below about 67% or above about 130%
# PfM18AAP inh – PfM18AAP inhibitors, malaria aminopeptidase, primary screen, biochemical, QFRET, recombinant enzyme; 290,000 compounds, 1.2% hits; inhibition, % at 7.35 µM; M18 aspartyl aminopeptidase (Plasmodium falciparum 3D7); H-Glu-NHMec fluorogenic cleavage;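 active = inhibition above the campaign mean inhibition over all tested compounds plus 3 SD, cut at about 28% in these data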;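 also: 0% = plate median of test compound wells and 100% = 2 mM ZnCl2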
# MEKK2mut PB1 HTS – MEK5 binding signal on mutant MEKK2 PB1, primary screen, biochemical, multiplex bead flow cytometry, Alexa488-MEK5. percent response, % at 10 µM. AID 1530, 2009. 290,000 compounds, 0.35% hits. Alexa488-MEK5 binding to MEKK2 mutant; in the data active = percent response above about 24%, passing the limit was not always enough; also: inactives centre near 1; some results filed as inactive read as strong as hits
# V1aR counter – agonists of human V1a receptor, primary screen, counter-screen for OXTR agonist project, fluorescence, CHO-V1R cells | activation, % at 3 µM | 320,000 compounds, 0.25% hits | Fluo-8 calcium fluorescence, agonist mode; 0% DMSO, 100% 3 nM vasopressin;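 active = activation above the mean activation of all tested compounds plus 3 SD, per screening run, cut at about 20% in these data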;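 also: signal is peak over basal fluorescence ratio across a 100 second FLIPR read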
# Target sequence (P37288 whole entry, looked up): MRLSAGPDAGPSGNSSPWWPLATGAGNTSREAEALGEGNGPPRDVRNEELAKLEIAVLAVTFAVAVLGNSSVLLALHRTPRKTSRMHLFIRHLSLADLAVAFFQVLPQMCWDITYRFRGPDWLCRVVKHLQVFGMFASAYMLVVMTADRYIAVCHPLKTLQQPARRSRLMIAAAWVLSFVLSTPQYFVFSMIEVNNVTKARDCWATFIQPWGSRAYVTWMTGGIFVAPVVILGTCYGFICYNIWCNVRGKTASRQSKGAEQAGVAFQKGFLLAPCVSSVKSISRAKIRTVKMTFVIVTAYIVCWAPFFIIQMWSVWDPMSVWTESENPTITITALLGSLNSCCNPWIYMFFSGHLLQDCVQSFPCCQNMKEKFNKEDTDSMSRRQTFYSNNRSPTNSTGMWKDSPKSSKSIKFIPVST
# GalR3 antagonist – GalR3 antagonists in HEK293 cells, primary screen, cell-based, fluorescence readout; 360,000 compounds, 0.44% hits; inhibition, % at 3 µM; HEK293 GalR3-CNG cAMP membrane potential fluorescence; galR3 body fused to GalR1 C-terminus; AID 651719, 2012; Galanin receptor type 3 (Homo sapiens), O60755;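 active = inhibition above the screen-wide average plus 3 SD, cut at about 13% in these data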;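 also: forskolin and galanin both at EC90 stimulate the cells; cAMP rise reported by CNG channel membrane potential dye signal; 0% = forskolin plus galanin with DMSO and 100% = forskolin alone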
# NALP1 yeast inh – NALP1 inflammasome inhibitors in reconstituted yeast, colorimetric, S. cerevisiae, triplicate retest | S. cerevisiae NALP1/ASC/caspase-1 growth, X-gal OD620, 72 h | inhibition, % at 10 µM | 280,000 compounds, 0.61% hits; in the data active = inhibition mostly above about 24%, no sharp cut-off; inactive = mostly below about 32%; also: some compounds called inactive have numbers as strong as hits
# An asterisk follows results filed as active; nt = not tested or not shown. Outcome played no part in choosing rows. Share with any hit: about 4.1%.
SMILES,GPR7 antag,OXTR ag,OXTR potentiate,MEKK2 WT-MEK5,PfM18AAP inh,MEKK2mut PB1 HTS,V1aR counter,GalR3 antagonist,NALP1 yeast inh
Cc1ccc(NC(=O)CCNC(=O)c2ccc([N+](=O)[O-])cc2)cc1S(=O)(=O)N(C)C,-11,-1.4,-11,105,4,5,-0.5,-5,7
N=C1SCC(=O)N1/N=C/c1ccccc1,-35,-0.1,-23,86,-4,-14,0.4,-2,-1
Cc1ccc(-c2ccc(/C=N/N3C(=O)C4C5C=CC(CC5)C4C3=O)o2)c([N+](=O)[O-])c1 (stereo not drawn),-1,1.8,-8,93,1,-9,2.9,5,9
COc1ccc(CNC(=O)COc2ccc(S(=O)(=O)N3CCOCC3)cc2)cc1,nt,-0.1,-15,nt,nt,nt,-0.1,-5,nt
CCCN(CCC)S(=O)(=O)c1ccc(C(=O)NCc2ccc3c(c2)OCO3)cc1,-7,2.2,-4,105,1,1,2.7,nt,2
CCn1c(SCC(=O)c2cc(C)n(C)c2C)nnc1-c1ccccc1,-11,-0.5,-11,100,8,1,1.4,-3,2
COc1ccc(OCC(=O)Nc2ccc(S(=O)(=O)N3CCCCCC3)cc2)cc1,-2,5.9,-15,99,-5,-1,6.2,0,8
COc1cccc(/C=N/NC(N)=S)c1OCc1ccccc1Cl,-8,-2.5,-13,99,-1,-2,-1.3,-5,4
CC(NC(=O)[C@H](C)NC(=O)N1CCn2c1nc1ccccc12)c1ccccc1 (stereo partly drawn),-8,-2.5,-3,98,6,3,-1.5,2,-3
O=C(NCc1ccc(F)cc1)C(=O)NCC1OCCN1C(=O)c1ccc(Cl)cc1 (stereo not drawn),-11,-2.0,-2,99,0,8,-0.2,nt,19
COc1ccc(C2=CC(c3cccc(OC)c3)n3nnnc3N2)cc1 (stereo not drawn),-4,-0.4,-11,124,1,19,1.3,-5,7
O=C(CSc1nnc(-c2ccccc2Br)o1)N1CCc2ccccc2C1,-7,-0.6,-6,96,2,-1,-0.5,-7,-5
Cc1ccc(CNC(=O)C2CCC(=O)N(CCc3ccc(Cl)cc3)C2)cc1 (stereo not drawn),-3,-1.1,-3,102,-6,0,3.0,-2,6
COC(=O)c1ccc(/C=N/OCC(=O)Nc2cc(F)ccc2F)cc1,-16,6.4,-11,91,3,-4,5.3,-5,18
COc1ccc(OCCC(=O)Nc2ccc(S(N)(=O)=O)cc2)cc1,-10,1.0,1,98,3,1,0.4,-8,4
Cc1ccc(C(=O)Nc2ccc(S(=O)(=O)N3CCCC3)cc2)cc1,-10,1.6,-3,98,-14,3,4.8,-8,8
CCC(=O)c1ccc(OCc2ccc(C(=O)OC)cc2)c(OC)c1,8,-0.8,-11,98,0,-1,0.3,-2,14
COc1ccc(C(=O)/C(=C/O)N=Nc2ccc(F)cc2)cc1,-22,-1.4,-16,89,-3,-6,-0.6,-2,3
CCn1cc(C(=O)OCC(=O)c2cc(C)n(-c3ccccc3)c2C)c(=O)c2ccc(C)nc21,8,-2.1,2,94,-10,-3,-1.0,-2,20
COc1ccc(N(CC(=O)NCc2ccccc2)S(=O)(=O)c2c(C)nn(C)c2C)cc1,-8,0.1,-5,105,3,4,0.2,nt,31
Cc1c(N=c2c(=O)c3ccccc3c2=O)c(=O)n(-c2ccccc2)n1C,nt,-0.3,1,96,nt,1,0.4,nt,nt
O=C(COC(=O)c1ccc(O)cc1)Nc1cc(S(=O)(=O)N2CCOCC2)ccc1Cl,nt,12,-10,nt,nt,nt,10,-5,nt
Cc1cc(NCCCN(C)C)n2nc(-c3cccs3)cc2n1,-9,-0.3,-6,107,3,26*,0.3,-3,-5
Cc1cc(C)nc(Nc2ncc(O)n2-c2ccc(C)c(Cl)c2)n1,-8,-0.5,-11,110,1,2,0.2,-4,24
Cc1ccnc2nc(C(=O)Nc3nnc(-c4ccccc4)o3)nn12,-3,1.0,-3,91,3,-4,0.2,-1,-15

# Full records, looked up by structure:
# Record of `COc1ccc(CNC(=O)COc2ccc(S(=O)(=O)N3CCOCC3)cc2)cc1` = GPR7 antag: nt; OXTR ag: -0.1; OXTR potentiate: -15; MEKK2 WT-MEK5: nt; PfM18AAP inh: nt; MEKK2mut PB1 HTS: nt; V1aR counter: -0.1; GalR3 antagonist: -5; NALP1 yeast inh: nt
# Record of `Cc1cc(C)nc(Nc2ncc(O)n2-c2ccc(C)c(Cl)c2)n1` = GPR7 antag: -8; OXTR ag: -0.5; OXTR potentiate: -11; MEKK2 WT-MEK5: 110; PfM18AAP inh: 1; MEKK2mut PB1 HTS: 2; V1aR counter: 0.2; GalR3 antagonist: -4; NALP1 yeast inh: 24
# Record of `COc1ccc(OCC(=O)Nc2ccc(S(=O)(=O)N3CCCCCC3)cc2)cc1` = GPR7 antag: -2; OXTR ag: 5.9; OXTR potentiate: -15; MEKK2 WT-MEK5: 99; PfM18AAP inh: -5; MEKK2mut PB1 HTS: -1; V1aR counter: 6.2; GalR3 antagonist: 0; NALP1 yeast inh: 8

# Following part
SMILES,GPR7 antag,OXTR ag,OXTR potentiate,MEKK2 WT-MEK5,PfM18AAP inh,MEKK2mut PB1 HTS,V1aR counter,GalR3 antagonist,NALP1 yeast inh
Cc1cc(=O)oc2c(C)c(OCC(=O)NCc3ccccn3)ccc12,-14,1.2,-2,104,-9,2,0.3,-1,2
CCn1c(Cc2cccs2)nnc1SCC(=O)NC1CC1,-19,0.3,5,101,4,4,0.5,0,1
CC1CCCN(C(=O)CSc2nnc(-c3ccc(O)cc3)o2)C1 (stereo not drawn),-7,2.1,-16,108,1,6,2.1,-7,-8
O=C(O)c1cccc(Cn2c(Cl)c(/C=N/Nc3ccccc3)sc2=O)c1,2,0.9,-4,91,-51,-14,2.4,nt,14
Nc1nonc1NC(=O)CSc1nc2ccccc2s1,-12,1.0,-12,103,-5,1,3.3,-2,27
COc1cc(CC(=O)OCC(=O)Nc2ccc(Cl)c(S(=O)(=O)N(C)C)c2)cc(OC)c1OC,-9,3.7,-11,99,-2,0,8.1,-3,3
CN1CCN(C(=O)CCCN2C(=O)/C(=C/c3cccc(Br)c3)SC2=S)CC1,0,nt,nt,122,7,20,nt,-10,-19
Nc1nc(NC(=O)c2cccs2)nn1-c1ccccc1,-2,0.5,-10,100,2,2,1.0,-1,6
CCN1CCCC1CNC(=O)CSc1cc(=O)n(CC)c2ccccc12 (stereo not drawn),-9,0.6,1,108,-7,5,0.8,-5,14
Nc1ccc(N2CCOCC2)c(S(=O)(=O)Nc2ccccc2Cl)c1,nt,0.5,-3,nt,nt,nt,0.9,-8,nt
CC(C)NC(=O)/C(=N\O)c1ccccc1,-6,1.1,5,105,-3,3,0.4,4,14
Cc1ccc(C)c(NC(=O)CCN2CC(C)OC(C)C2)c1 (stereo not drawn),-1,0.2,-4,106,0,9,0.8,-4,4
O=[N+]([O-])c1ccc(N2CCN(S(=O)(=O)c3ccccc3[N+](=O)[O-])CC2)cc1N1CCc2ccccc2C1,-3,-1.4,2,103,-2,13,0.5,3,20
Cc1cccc(OCC(=O)N/N=C/CC(C)c2ccccc2)c1C (stereo not drawn),-4,-2.0,2,94,-5,0,-0.7,-1,22
O=C(CN1C(=O)NC2(CCCC2)C1=O)Nc1ccc(Cl)cc1C(F)(F)F,-10,1.0,-4,101,-1,2,0.9,-7,2
CSc1nc(N2CCOCC2)c2sccc2n1,-16,-0.1,-1,97,-10,0,0.0,-2,3
COc1ccc(CN(C)C(=O)C23CC4CC(CC(C4)C2)C3)c(OC)c1,-4,-1.8,-10,94,3,2,0.7,-9,-9
CCC/C=N/Nc1nnc(Cc2ccc(OC)c(OC)c2)c(=O)[nH]1,-12,-1.1,-4,106,32*,8,0.8,-7,-28
O=C(Nc1ccncc1)C1CCN(S(=O)(=O)c2ccc(Cl)cc2)CC1,nt,3.1,-4,nt,nt,nt,4.9,-4,nt
COC(OC)c1ccnc(-c2ccc(OC(C)=O)cc2)n1,-6,0.4,-21,94,4,0,0.2,-3,-2
O=C(Cc1csc(NC(=O)c2ccccc2)n1)NO,-11,0.0,-13,98,5,-4,4.0,-3,-9
C=CCn1nnnc1-c1cc(Cl)cc(Cl)c1,7,-1.2,3,77,-9,-9,-1.1,2,-6
CCC[C@H]1CCCC/C=C\CCCC(=O)OCCN1C(=O)OC(C)(C)C,nt,-0.3,-5,nt,nt,nt,0.0,-5,nt
Fc1ccc(Nc2ccc3ccccc3n2)c(F)c1,-12,-2.6,4,nt,5,nt,-1.2,-5,-7
Cn1c(C(=O)NCCCN2CCOCC2)cc2c(=O)n(C)c3ccccc3c21,-4,-1.0,-4,94,0,-1,0.0,-1,18
# The listing continues:
SMILES,GPR7 antag,OXTR ag,OXTR potentiate,MEKK2 WT-MEK5,PfM18AAP inh,MEKK2mut PB1 HTS,V1aR counter,GalR3 antagonist,NALP1 yeast inh
COc1ccc2c(c1)[nH]c1c(=O)n(Cc3ccco3)cnc12,0,10,-14,nt,-17,nt,11,-1,26
CCOC(=O)c1sc(NC(C)=O)c(C(=O)OCC)c1C,-12,-0.7,-2,107,-5,4,0.1,-6,14
COCCN(C(=O)CCc1ccc(OC)cc1)c1nnc(-c2ccncc2)s1,16,-0.1,-3,92,-2,-9,-0.2,2,4
CCc1cccc(CC)c1NC(=O)C(CC)Sc1nc2ccncc2[nH]1 (stereo not drawn),7,-1.6,-6,99,1,2,0.1,3,-3
CC(=O)NC1(c2ccccc2)CCN(Cc2nnnn2C(C)(C)C)CC1,4,1.1,7,108,-9,7,-0.3,-3,-1
CC(=O)Nc1ccc(S(=O)(=O)NNc2cccc(C)c2)cc1,-4,0.9,-7,107,14,12,0.3,-10,7
COc1ccc(C(=O)NCC(C)(C)SCc2c(C)cc(C)cc2C)cc1,-9,-0.9,-8,87,-2,-12,2.0,-7,14
CCN1CCN(Cc2c(C)[nH]c3ccc(OC)cc3c2=O)CC1,-5,0.8,1,nt,0,nt,1.3,-4,-6

# Part of the list above in order of length of the SMILES, high to low:
SMILES,GPR7 antag,OXTR ag,OXTR potentiate,MEKK2 WT-MEK5,PfM18AAP inh,MEKK2mut PB1 HTS,V1aR counter,GalR3 antagonist,NALP1 yeast inh
COCCN(C(=O)CCc1ccc(OC)cc1)c1nnc(-c2ccncc2)s1,16,-0.1,-3,92,-2,-9,-0.2,2,4
COc1ccc2c(c1)[nH]c1c(=O)n(Cc3ccco3)cnc12,0,10,-14,nt,-17,nt,11,-1,26
CCN1CCN(Cc2c(C)[nH]c3ccc(OC)cc3c2=O)CC1,-5,0.8,1,nt,0,nt,1.3,-4,-6

# Source: PubChem BioAssay (several laboratories)
